HCMV antiviral: qHTS Assay for inhibitors of the human cytomegalovirus (HCMV). HFF cells, HCMV-luciferase reporter, 72 h; hits give low values. activity change, negative = inhibition, % at 57.5 µM. actives 4.5% (n = 410,000). AID 1259415, 2018; in the data active = activity change below about -60%; inconclusive = no clear call, values can overlap the other calls; inactive = above about -39%
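After 16 h attachment at 37C, HFF cells received test compound and HCMV-luciferase (1 PFU/cell); reporter luminescence read 72 h later, data normalized against buffer-only and known inhibitor Salinomycin.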
AmpC detergent: qHTS Inhibitors of AmpC Beta-Lactamase (assay with detergent). AmpC hydrolysis of nitrocefin, absorbance 480 nm, 0.01% Triton. actives 0.041% (n = 370,000). Potency, µM (highest dose often 114 µM), for the others: at the top dose activity change, negative = inhibition, hits mostly inhibitors;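 note: potency is the fitted concentration of half-maximal effect; 0% = no-compound wells and -100% = no-enzyme wells; nearly all actives have a fitted effect of over 25% in size; some results filed as inactive show a strong effect at the top dose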
Target sequence (P00811 whole entry, looked up): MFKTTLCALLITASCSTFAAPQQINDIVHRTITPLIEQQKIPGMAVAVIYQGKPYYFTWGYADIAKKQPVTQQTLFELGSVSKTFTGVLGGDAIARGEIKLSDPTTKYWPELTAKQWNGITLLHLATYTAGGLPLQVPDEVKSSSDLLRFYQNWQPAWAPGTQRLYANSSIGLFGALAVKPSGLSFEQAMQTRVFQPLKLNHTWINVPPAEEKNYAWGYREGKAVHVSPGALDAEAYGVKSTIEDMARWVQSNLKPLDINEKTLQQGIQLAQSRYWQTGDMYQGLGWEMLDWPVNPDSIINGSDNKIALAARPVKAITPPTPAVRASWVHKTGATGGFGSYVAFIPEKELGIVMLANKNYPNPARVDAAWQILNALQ
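AmpC (5.3 nM in the dispensed reagent) in 20 mM phosphate pH 7.0 with 0.01% (detergent screen) or 0.0001% Triton X-100 was preincubated with compounds for 15 min at room temperature. Nitrocefin was then added from an 800 uM solution, and hydrolysis was followed at 480 nm.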
Sm TGR block: qHTS Assay for the Inhibitors of Schistosoma Mansoni Peroxiredoxins. Schistosoma mansoni thioredoxin glutathione reductase (TGR), Q962Y6. purified TGR, DTNB reduction, TNB absorbance 405 nm. Potency, µM (doses to about 114 µM), without a hit: top-dose activity change, negative = inhibition, usual class: inhibitors. actives 3% (n = 360,000); note: potency is the fitted concentration of half-maximal effect; nearly all actives have a fitted effect of over 60% in size
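First, TGR (20 nM dispensed) and NADPH were mixed with compound. Second, a 15 min room-temperature incubation followed. Third, further NADPH and then DTNB were added to start the reaction. Finally, TNB absorbance was monitored kinetically.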
LmPK inh: qHTS Assay for Inhibitors of Leishmania Mexicana Pyruvate Kinase (LmPK) | Q27686 | purified LmPK, Kinase-Glo ATP luminescence, 1 h | Potency, µM (series often up to 57.5 µM), inactives show at the top dose activity change, negative = inhibition, actives largely listed as inhibitors | actives 0.37% (n = 290,000) | AID 1721, 2009; note: potency is the fitted concentration of half-maximal effect
Target sequence (Q27686 whole entry, looked up): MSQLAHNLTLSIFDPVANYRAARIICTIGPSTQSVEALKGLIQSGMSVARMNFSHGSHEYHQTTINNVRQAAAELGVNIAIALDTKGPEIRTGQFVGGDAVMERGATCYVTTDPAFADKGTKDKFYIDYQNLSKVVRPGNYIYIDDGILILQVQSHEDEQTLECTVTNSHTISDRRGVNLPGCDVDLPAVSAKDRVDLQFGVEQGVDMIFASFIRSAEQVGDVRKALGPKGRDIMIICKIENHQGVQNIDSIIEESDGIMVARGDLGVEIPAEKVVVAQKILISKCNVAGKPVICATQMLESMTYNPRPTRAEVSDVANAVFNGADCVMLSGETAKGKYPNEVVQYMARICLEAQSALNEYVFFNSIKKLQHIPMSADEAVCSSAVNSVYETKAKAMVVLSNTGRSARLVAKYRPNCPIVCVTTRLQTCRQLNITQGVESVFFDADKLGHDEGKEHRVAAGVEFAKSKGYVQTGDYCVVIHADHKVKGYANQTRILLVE
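In 50 mM imidazole pH 7.2 with 7 mM MgCl2, LmPK (0.1 nM) turned over PEP (0.5 mM) and ADP (0.1 mM) for 1 h at room temperature. Luciferase read-out of ATP.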
TbPYK inhibitor: qHTS of Trypanosoma Brucei Inhibitors; actives 0.12% (n = 410,000); Potency, µM (series often up to 76.8 µM), inactives show top-dose activity, negative = inhibition, hits mostly inhibitors; pyruvate kinase (Trypanosoma brucei), Q57TT1; TbPYK enzyme, Kinase-Glo Plus ATP luminescence, 45 min; AID 624173, 2012; note: potency is the fitted concentration of half-maximal effect; nearly all actives have a fitted effect of over 50% in size
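TbPYK + substrate in 50 mM TEA pH 7.2, 100 mM KCl, 10 mM MgCl2, 0.05% BSA, 0.01% Tween-20; cpd pinned; ADP 130 uM final; 45 min RT; Kinase-Glo Plus 10 min; luminescence endpoint.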
AmpC no deterg: qHTS Inhibitors of AmpC Beta-Lactamase (assay without detergent); P00811; AmpC nitrocefin hydrolysis, absorbance 480 nm, 0.0001% Triton; Potency, µM (highest dose often 57.1 µM), for the others: top-dose activity change, negative = inhibition, actives largely listed as inhibitors; actives 0.52% (n = 330,000); AID 485341, 2010;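 note: potency is the fitted concentration of half-maximal effect; plate controls were no compound for no effect and no enzyme for full effect; nearly all actives have a fitted effect of over 20% in size; some results filed as inactive show a strong effect at the top dose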
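AmpC (5.3 nM in the dispensed reagent) in 20 mM phosphate pH 7.0 with 0.01% (detergent screen) or 0.0001% Triton X-100 was preincubated with compounds for 15 min at room temperature. Nitrocefin was then added from an 800 uM solution, and hydrolysis was followed at 480 nm.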
AMA1 RON2 block: qHTS for Inhibitors of AMA1-RON; Towards Development of Antimalarial Drug Lead: Primary Screen. AID 720542, 2013. actives 0.2% (n = 360,000). Plasmodium falciparum AMA1 (3D7) - RON2 peptide interaction. Potency, µM (titrated, usually from 58.2 µM), without a hit: at the top dose activity change, negative = inhibition, usual class: inhibitors. AlphaScreen AMA1-biotinylated RON2 peptide binding;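 note: potency is the fitted concentration of half-maximal effect; 0% = vehicle wells and -100% = peptide control; nearly all actives have a fitted effect of over 45% in size; some results filed as inactive show a strong effect at the top dose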
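AMA1 (3D7) with his tag at 25 nM final met compounds first, then biotinylated RON2 peptide at 25 nM; detection used donor plus acceptor beads, 10 µg/mL apiece, read by AlphaScreen after 30 min at room temperature.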
An asterisk follows results filed as active; ? = inconclusive; . = not tested or not shown; [ ] = remark or other dose. Unless noted, calls come from the whole dose curve; as a rule, active = well fitted curve in the direction sought with a large enough effect; inconclusive = small, poorly fitted or top-dose-only effect, or another doubt; inactive = no such curve, though single readings can be large; an effect the other way counts as inactive or inconclusive. Unless noted, % is set by controls: 0 for no effect and ±100 for the full control effect. Compounds were not picked by outcome, and some 7.4% of all compounds hit somewhere here.

SMILES | HCMV antiviral | AmpC detergent | Sm TGR block | LmPK inh | TbPYK inhibitor | AmpC no deterg | AMA1 RON2 block
Cn1nc(C(C)(C)C)cc1NC(=O)C1(C)CCN1C(=O)CC(c1ccccc1)c1ccccc1 (stereo not given) | 8 | . | . | . | 3% | . | -1%
Cc1cc(=O)oc(C)c1C(=O)O | -14 | 0% | -17% | -2% | -4% | -24% | -2%
Cc1ccc(C)c(N2CCN(CCCNC(=O)c3cnn(-c4cccc(Cl)c4)c3C3CCN(C(=O)OC(C)(C)C)CC3)CC2)c1 | -4 | 25% | 3% | . | 2% | . | .
Cc1cc(NCCCn2ccnc2)n2ncc(-c3ccccc3)c2n1 | . | -1% | 3% | -4% | -12% | 45% | -12%
O=C(CNC(=O)c1ccc(Br)cc1)NCC(=O)OCC(=O)c1ccccc1 | ? | -1% | -6% | -11% | -1% | -17% | 1%
COc1cc2c(cc1OC)C(COc1ccc(F)cc1)N(C(=O)c1ccccc1F)CC2 (stereo not given) | -12 | -3% | -2% | . | 1% | . | .
CCC(C)c1ccccc1NC(=O)c1cc2cccc([N+](=O)[O-])c2[nH]1 (stereo not given) | ? | 4% | 0% | 0% | -5% | -47% | -14%
O=C(Nc1ccc(-c2nc3ccccc3[nH]2)cc1)c1cccc(N2C(=O)CCC2=O)c1 | -28 | -1% | -9% | -1% | 2% | -44% | -6%[2.32 µM]
Cn1c(C(=O)N2CCN(c3ccc(Cl)cc3)CC2)cc2c(=O)[nH]c3ccccc3c21 | 9 | 4% | 5% | -1% | 0% | -30% | 7%
CCCC(=O)Nc1ccccc1-c1nnc(SC)[nH]c1=O | 0 | ? | -29% | 1% | 0% | -21% | 11%
COc1cccc(C(O)c2nc(-c3ccccc3C)cs2)c1 (stereo not given) | -29 | . | . | . | 0% | . | 32%[activator]
O=C(Cn1c(=O)n(Cc2ccco2)c(=O)c2oc3ccccc3c21)Nc1ccc(F)cc1F | -26 | 15% | -11% | . | -16% | . | .
O=C(/C=C/Nc1cccc(C(F)(F)F)c1)c1ccc(Oc2ncccn2)cc1 | 17 | -5% | 6% | -8% | -12% | 60% | -4%
Cc1ccc(NC(=O)N2CCCCCC2)cc1 | 59 | -6% | -22% | -6% | 1% | 1% | -4%
S=C1NC[C@H](c2ccccc2)N1CCCCC1CCCCC1 | 2 | 16% | -6% | -2% | -1% | -26% | -1%
COc1ccc(-c2csc(-c3cccs3)n2)c(OC)c1 | 81 | 3% | -5% | -9% | 1% | -21% | 36%[activator]
COc1cc(C2NC(=O)NC(c3ccccc3)=C2C(C)=O)ccc1OCC#N (stereo not given) | 4 | -8% | -2% | 6% | 8% | 2% | 0%
CCN1CCN(C(=O)c2ccc(C)c(S(=O)(=O)Nc3cccc(C)c3)c2)CC1 | 9 | -4% | -30% | -7% | -8% | -20% | -6%
CCOC(=O)C1CCN(C(=O)CCCOc2ccccc2)CC1 | -14 | -1% | 7% | -8% | -6% | 22% | 15%
CCN(CC(=O)Nc1ccccc1OC)C(=O)c1cc(-c2ccccc2)nn1-c1ccccc1 | ? | ? | 7% | . | -7% | 23% | -23%
O=C(Nc1ccccc1C(=O)Nc1ccccc1)c1ccccc1F | ? | 3% | -2% | 3% | 3% | -13% | 8%
COC(=O)C1=C(N)OC2=C(C(=O)CC(C)(C)C2)C1c1ccccc1OC (stereo not given) | -15 | 3% | -30% | 2% | -6% | -18% | 7%
COc1ccc(CNc2oc(-c3cccc4ccccc34)nc2C#N)cc1 | 42 | -1% | -20% | 0% | -20% | -6% | -25%
COc1ccc(NC(=O)CN(C)C(=O)Cc2coc3cc(C)c(C)cc23)cc1 | -8 | -10% | 0% | . | 0% | -2% | 6%
O=C(CNC(=O)c1cccs1)Nc1ccc2c(c1)OCCO2 | 29 | -20% | -10% | . | 0% | -9% | -21%
SMILES | HCMV antiviral | AmpC detergent | Sm TGR block | LmPK inh | TbPYK inhibitor | AmpC no deterg | AMA1 RON2 block
N#Cc1ccc(-c2nc3ccc(Br)cn3c2Cc2cccc(Cl)c2)cc1 | 13 | . | . | . | -5% | . | 4%
COc1ccc(CCNC(=O)CC2SC(N)=NC2=O)cc1OC (stereo not given) | -12 | 4% | . | 6% | -13% | -14% | 3%
Clc1ccccc1CSc1ncccn1 | 59 | 5% | -1% | -12% | 1% | -20% | 8%
O=c1[nH]c(SCC2CCCCO2)nc2ccccc12 (stereo not given) | 68 | 0% | 0% | 2% | -12% | -20% | 0%
COC(=O)c1c(NC(=O)COc2ccc(Cl)cc2Cl)sc2c1CC(C)(C)NC2(C)C | -19 | -12% | -4% | -1% | -1% | -6% | -9%
C=CCn1c(Cn2nnc3ccccc32)nnc1SCC(=O)N/N=C/c1cc(Br)cc(OC)c1O | . | 1% | 2% | -3% | 5% | -32% | -6%
Cc1ccnc(NC(=O)c2c(O)c3ccccc3n(C)c2=O)c1 | . | -11% | 4% | 3% | . | -16% | .
Cc1ccccc1N1CCN(S(=O)(=O)c2nnc(NC(=O)c3ccccc3)s2)CC1 | 1 | 3% | -11% | . | -4% | . | .
C=CCn1c(SCC(=O)NCC)nc2sc3c(c2c1=O)CCC3 | 91 | 1% | -1% | -3% | -8% | -2% | -11%
Cc1ccc(S(=O)(=O)Nc2ccc3c(c2)n(C)c(=O)n3C)cc1 | -21 | -2% | 0% | 5% | 0% | 10% | -2%
CC1CC(C)CN(c2oc(Cc3ccccc3)nc2C#N)C1 (stereo not given) | ? | -8% | -4% | 3% | -9% | -9% | ?
CCOC(=O)[C@]12CCCC=C1N(Cc1ccc3c(c1)OCO3)C(=O)[C@H](CC(=O)NCc1cccc(C(F)(F)F)c1)C2 | -65* | . | . | . | -4% | . | -1%
O=C(Nc1ccccc1)OCc1cnc(Cl)s1 | -16 | 0% | 44%[activator] | 2% | -1% | -13% | 10%
CC(C)(C)OC(=O)CNC(=O)c1[nH]cnc1C(=O)NC1CCNCC1 | -20 | . | . | . | 1% | -15% | 42%[activator]
COC1C(O)C(C)OC(OC2CCC3(C)C(CCC4C3C(O)CC3(C)C(C5=CC(=O)OC5)CCC43O)C2)C1O (stereo not given) | -99* | . | . | . | 0% | . | -7%
CC(NC(=O)[C@H](C)NC(=O)C1CC(=O)N(c2ccc3c(c2)OCO3)C1)c1ccccc1 (stereo not given in full) | -3 | ? | -4% | -2% | -9% | 7% | -5%
CCOc1ccc(CCN2C(=S)N([C@@H](Cc3ccccc3)CN3CCCC3CN3C(=S)NC[C@@H]3Cc3ccccc3)C[C@@H]2Cc2ccc(O)cc2)cc1 (stereo not given in full) | -27 | . | . | . | -2% | . | 31%[activator]
Nc1c(Cl)cc(C2=NCCn3nc4cc([N+](=O)[O-])ccc4c32)cc1Cl | 57 | -1% | -20% | . | 4% | -10% | ?
CCOc1ccc(-c2nnn(CC(=O)NCc3ccco3)n2)cc1OCC | -3 | ? | -19% | -1% | -5% | -6% | 1%
COC(=O)c1nc(NC(C)=O)n[nH]1 | . | -8% | 1% | -1% | . | -15% | .
CCOc1ncccc1C(=O)Nc1cc(S(=O)(=O)N2CCCCC2)ccc1OC | 8 | ? | -6% | . | -9% | 0% | 24%
NCCCC[C@@H](C(=O)N1CCNCC1)n1cc(CCC(=O)O)nn1 | 40 | 4% | 0% | 6% | 0% | -2% | 1%
COc1ccc(C2=NOC(C(=O)NCCCN3CCOCC3)C2)cc1 (stereo not given) | 20 | -1% | -1% | -1% | -1% | -1% | 7%
CS(=O)(=O)N(CC(=O)NCCSCc1ccccc1)c1ccccc1 | 12 | 3% | 0% | -8% | 0% | 19% | 5%
NC(=O)c1c(NC(=O)C2CCCO2)sc2c1CCCC2 (stereo not given) | -12 | -2% | -2% | 0% | -5% | -9% | 6%

Single records, from the list above. Order of values: HCMV antiviral, AmpC detergent, Sm TGR block, LmPK inh, TbPYK inhibitor, AmpC no deterg, AMA1 RON2 block
COc1ccc(CCNC(=O)CC2SC(N)=NC2=O)cc1OC (stereo not given) as listed: -12, 4%, ., 6%, -13%, -14%, 3%
CCOc1ccc(CCN2C(=S)N([C@@H](Cc3ccccc3)CN3CCCC3CN3C(=S)NC[C@@H]3Cc3ccccc3)C[C@@H]2Cc2ccc(O)cc2)cc1 (stereo not given in full) as listed: -27, ., ., ., -2%, ., 31%[activator]
COC(=O)c1c(NC(=O)COc2ccc(Cl)cc2Cl)sc2c1CC(C)(C)NC2(C)C as listed: -19, -12%, -4%, -1%, -1%, -6%, -9%
N#Cc1ccc(-c2nc3ccc(Br)cn3c2Cc2cccc(Cl)c2)cc1 as listed: 13, ., ., ., -5%, ., 4%
Clc1ccccc1CSc1ncccn1 as listed: 59, 5%, -1%, -12%, 1%, -20%, 8%

(continued)
SMILES | HCMV antiviral | AmpC detergent | Sm TGR block | LmPK inh | TbPYK inhibitor | AmpC no deterg | AMA1 RON2 block
O=C(c1ccc(CNS(=O)(=O)c2ccc(Br)cc2)cc1)N1CCCCCC1 | -14 | -1% | -18% | -8% | 0% | 2% | 3%
CCC(CC)C(=O)NCCc1cc2ccc(C)c(C)c2[nH]c1=O | . | ? | -8% | 1% | . | 0% | .
COCCNc1nc(NCCOc2ccccc2)c2sc(-c3ccccc3)cc2n1 | -8 | . | . | . | -7% | . | -26%
Cc1ccc(Cc2c(-c3cccc(Cl)c3)nc3ccc(C)cn23)cc1 | 18 | . | . | . | 3% | . | -15%
CC(C)N(C(=O)[C@H]1C[C@H](CC(=O)NCCN2CCOCC2)C(=O)N2CCc3c([nH]c4cc(-c5ccco5)ccc34)[C@]12C)C(C)C | -15 | . | . | . | 0% | 228%[activator] | -25%
O=C(c1cc(-c2cccc(O)c2)on1)N1CCCCCC1 | 83 | -2% | 2% | -10% | -4% | -8% | -2%
CCN(C(=O)CCc1nnc2ccc(N3CCC4(CC3)OCCO4)nn12)c1ccccc1 | ? | -14% | -2% | -1% | 1% | 27% | -5%
O=C(Nc1ccc(S(=O)(=O)Nc2ncccn2)cc1)c1cc(=O)c2ccccc2o1 | 10 | 12% | -5% | . | 4% | . | .
CC(=O)Nc1ccccc1C(=O)N1CCN(c2cccc(C)c2C)CC1 | -5 | -7% | -10% | 8% | -6% | 79%[activator] | 4%

Screens deposited in PubChem BioAssay by National Center for Advancing Translational Sciences (NCATS).
